# Compound activity from PubChem BioAssay.
# PTHR1 agonist: agonists of human PTHR1 parathyroid hormone receptor; HEK293 GP2 PTHR1 cells, GloSensor cAMP luminescence, 1 h; Potency, µM (highest dose often 115 µM), for the others: top-dose activation, most hits filed as activators; 0.075% of 410,000 active; further: nearly all actives have a fitted effect of over 55% in size; some results filed as inactive show a strong effect at the top dose; inactives centre near -15; many of its hits are not listed in these tables
#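 HEK-293-derived GP2 cells expressing PTHR1 and a GloSensor cAMP reporter, 3,000/well, plated overnight, given luciferin plus IBMX (each 0.5 mM as added) for 1 h at 37 °C, then compound for 1 h at 37 °C. Luminescence was read after 15 min at room temperature.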
# EPAC1 ag: activates human EPAC1 exchange factor; EPAC1 agonist qHTS, biochemical assay; response scale: 100% = response to 6.5 mM cAMP; Potency, µM (top dose mostly 154 µM), for the others: top-dose activation, most hits filed as activators; 0.073% of 360,000 active; AID 720707; further: nearly all actives have a fitted effect of over 60% in size
# Target sequence (O95398 whole entry, looked up): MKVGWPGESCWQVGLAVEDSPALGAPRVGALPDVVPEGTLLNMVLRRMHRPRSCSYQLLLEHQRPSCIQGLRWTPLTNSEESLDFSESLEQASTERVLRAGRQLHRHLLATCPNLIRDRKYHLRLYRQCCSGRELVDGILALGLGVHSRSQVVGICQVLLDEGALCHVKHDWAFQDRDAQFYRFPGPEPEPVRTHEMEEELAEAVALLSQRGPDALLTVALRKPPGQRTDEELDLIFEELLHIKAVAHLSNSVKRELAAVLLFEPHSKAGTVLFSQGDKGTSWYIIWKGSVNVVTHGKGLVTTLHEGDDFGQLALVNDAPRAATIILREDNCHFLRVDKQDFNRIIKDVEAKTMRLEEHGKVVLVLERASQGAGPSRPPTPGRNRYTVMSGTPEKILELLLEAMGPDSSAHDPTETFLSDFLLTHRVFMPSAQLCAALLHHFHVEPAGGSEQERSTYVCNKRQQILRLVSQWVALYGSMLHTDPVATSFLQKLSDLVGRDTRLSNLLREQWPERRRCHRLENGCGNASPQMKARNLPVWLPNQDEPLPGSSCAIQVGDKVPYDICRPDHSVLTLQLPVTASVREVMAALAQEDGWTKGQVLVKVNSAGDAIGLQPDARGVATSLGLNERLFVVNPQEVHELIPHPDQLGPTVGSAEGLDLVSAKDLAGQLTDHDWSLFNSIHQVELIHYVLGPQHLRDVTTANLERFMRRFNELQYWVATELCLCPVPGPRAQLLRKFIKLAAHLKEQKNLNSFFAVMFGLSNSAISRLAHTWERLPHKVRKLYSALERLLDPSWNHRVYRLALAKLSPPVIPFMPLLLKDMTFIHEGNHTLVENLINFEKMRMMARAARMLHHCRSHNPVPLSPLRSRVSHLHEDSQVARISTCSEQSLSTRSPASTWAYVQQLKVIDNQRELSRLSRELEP
#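 Nucleotide exchange assay: 100 nM EPAC1 with 250 nM Rap1B loaded with BODIPY-GDP and 50 uM GDP, room temperature. Fluorescence (480/540 nm) read every 5 min for 30 min; signal change normalized to 6.5 mM cAMP as full agonist.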
# TDP43 rescue: inhibitors of TDP-43 toxicity in yeast. AID 652104. TDP-43 expressing yeast growth rescue, BacTiter-Glo, 24 h. Potency, µM (titrated, usually from 46.1 µM), for the others: at the top dose growth rescue (activation), most hits filed as activators. 1.8% of 410,000 active; further: % of control where 0% means no effect; nearly all actives have a fitted effect of over 50% in size
#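 Yeast expressing TDP-43 (pregrown in raffinose, seeded at OD600=0.02 in galactose medium) exposed to compounds 24 hr at 30 deg C. Growth read by BacTiter-Glo luminescence; rescue of toxicity appears as increased signal.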
# EPAC1 antagonist: EPAC1 (human) antagonism; O95398; EPAC1 GEF assay, Rap1b-BODIPY-GDP exchange fluorescence; Potency, µM (doses to about 115 µM), without a hit: top-dose activity change, negative = inhibition, actives largely listed as inhibitors; 0.14% of 360,000 active;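 further: plate controls were vehicle for no effect and positive control for full effect; nearly all actives have a fitted effect of over 50% in size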
# EPAC2 ag: agonists of human EPAC2 (RAPGEF4); Q8WZA2; EPAC2 activation, biochemical qHTS; response scale: 100% = 6.5 mM cAMP response; Potency, µM (titrated, usually from 154 µM), inactives show at the top dose activation, hits mostly activators; 0.079% of 360,000 active; further: nearly all actives have a fitted effect of over 50% in size
#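 Readout is BODIPY fluorescence (480 nm excitation, 540 nm emission), which falls as labeled GDP is exchanged off Rap1B. EPAC2 at 100 nM acted on 250 nM RAP1B-BODIPY-GDP with 50 uM GDP present.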
# aSyn yeast inh: rescues yeast growth from alpha-synuclein toxicity. 0.14% of 370,000 active. Potency, µM (doses to about 46.1 µM), for the others: at the highest dose growth rescue (activation), most hits filed as activators. AID 652106. Yeast expressing alpha-synuclein, growth rescue, BacTiter-Glo, 24 h; further: % of control where 0% means no effect; nearly all actives have a fitted effect of over 65% in size
#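 Readout is rescue of growth in alpha-synuclein-expressing yeast, so inhibitors of toxicity appear as activators. Growth after 24 hr at 30 deg C in galactose medium is quantified by luminescence.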
# FUS yeast rescue: FUS proteinopathy suppression in yeast; AID 1347120; Potency, µM (titrated, usually from 76.6 µM), inactives show at the top dose growth rescue (activation), usual class: activators; S. cerevisiae FUS-expressing, growth rescue, OD600, 24 h; 0.24% of 390,000 active;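 further: plate controls were DMSO vehicle for no effect and reference control for full effect; nearly all actives have a fitted effect of over 55% in size; some results filed as inactive show a strong effect at the top dose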
#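 Compound concentration series was pinned onto galactose-induced FUS-expressing yeast seeded at OD 0.005. Plates sat 24hr at 30C; absorbance at 600 nm gave growth. DMSO served as background control.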
# EPAC2 antagonist: blocks human EPAC2 exchange factor; 0.18% of 360,000 active; Q8WZA2; AID 720708; EPAC2 GEF exchange of Rap1B-BODIPY-GDP, fluorescence; Potency, µM (top dose mostly 114 µM), inactives show at the top dose activity, negative = inhibition, actives largely listed as inhibitors; further: on the % scale 0 is the no-effect control and ±100 the full control effect; nearly all actives have a fitted effect of over 45% in size; many of its hits are not listed in these tables
# * = called active by the depositor; i = inactive; u = inconclusive; x = not tested or not shown; [ ] = remark or other dose. The call rests on the fitted dose curve; in most records, active means well fitted curve in the direction sought with a large enough effect; inconclusive means small, poorly fitted or top-dose-only effect, or another doubt; inactive means no such curve, though single readings can be large; an effect the other way counts as inactive or inconclusive. Potency means the concentration at half of the fitted maximal effect.
SMILES,PTHR1 agonist,EPAC1 ag,TDP43 rescue,EPAC1 antagonist,EPAC2 ag,aSyn yeast inh,FUS yeast rescue,EPAC2 antagonist
COc1ccc(S(=O)(=O)N2CCN(C(=O)c3cccc(S(=O)(=O)N4CCCC4)c3)CC2)cc1,-4%,0%,4%,-19%,7%,0%,4%,1%
Cc1c(NC(=S)NC(=O)C2CCCCC2)c(=O)n(-c2ccccc2)n1C,i,2%,18%,-2%,13%,-11%,x,5%
OCCN1CCN(c2ncnc3c2ncn3[C@H]2CN(Cc3ccco3)C[C@@H](CO)O2)CC1,2%,0%,1%,2%,0%,-3%,-10%,13%
COc1ccccc1CCC(=O)Nc1cccc(S(=O)(=O)N2CCCC2)c1,i,16%,-1%,-9%,4%,-2%,x,-13%
O=C(O)C1CCCCC1C(=O)NCCc1ccncc1 (centres undefined),-4%[57.5 µM],5%,17%,4%,9%,2%,-18%,8%
COc1ccccc1/C=C1\N=C(C(C)(C)C)OC1=O,10%,-1%,14%,-17%,9%,u,-19%,2%
Cc1cc(C)n(CC(=O)c2ccc(Cl)cc2)n1,i,6%,-16%,9%,-5%,3%,-1%,-3%
Cc1ccc(/C=N/NC(=O)CN2CCN(Cc3ccccc3)CC2)o1,i,-8%,11%,1%,3%,-1%,5%,-1%
CCOc1ccccc1N1CCN(C(=O)NCc2ccc(Cl)cc2)CC1,-32%[inhibitor],1%,23%,-9%,5%,10%,28%,-6%
CCCCCc1cc(O)c2c(C)cc(=O)oc2c1,-28%,-6%,3.2µM*,-9%,5%,-9%,18%,15%

# Reprinted from the part before: 2 entries, then new ones.
SMILES,PTHR1 agonist,EPAC1 ag,TDP43 rescue,EPAC1 antagonist,EPAC2 ag,aSyn yeast inh,FUS yeast rescue,EPAC2 antagonist
CCOc1ccccc1N1CCN(C(=O)NCc2ccc(Cl)cc2)CC1,-32%[inhibitor],1%,23%,-9%,5%,10%,28%,-6%
CCCCCc1cc(O)c2c(C)cc(=O)oc2c1,-28%,-6%,3.2µM*,-9%,5%,-9%,18%,15%
CCCCC(=O)NC1(C(F)(F)F)C(=O)N(Cc2ccco2)C(C)=C1C(=O)OC (centres undefined),-5%[57.5 µM],6%,-15%,-1%,-3%,0%,14%,8%
CO/N=C(\CS(=O)(=O)Cc1ccc(OC)cc1)c1ccc(Cl)cc1,i,0%,-24%,12%,-6%,0%,27%,12%
O=C(N/N=C/c1cccnc1)c1[nH]ncc1Br,i,-7%,-2%,-10%,6%,-5%,-5%,-1%
O=C(CSc1nnc(CNC(=O)c2c(F)cccc2Cl)o1)NCCc1ccccc1,i,-13%,-7%,-1%,11%,2%,-1%,-7%
O=C(Nc1ccc(Br)cc1F)C1CC(=O)N(C2CCCCC2)C1 (centres undefined),i,-11%,u,2%,2%,6%,x,-16%
CCCCNCc1cc(Br)c(OCC(=O)NCc2ccccc2)c(OC)c1,-1%,5%,-8%,-9%,1%,0%,12%,2%
Cn1c(=O)c2c(ncn2CC(=O)N2CCN(S(=O)(=O)c3ccccc3)CC2)n(C)c1=O,-8%,2%,-6%,-9%,18%,-4%,x,-3%
Cc1cc2n(c(=O)c1C#N)CCCN2c1ccccc1,-5%[57.5 µM],7%,12%,-12%,5%,-2%,37%,-3%
CCc1ccccc1NC(=O)CSc1nc2n[nH]c(C)c2c(=N)n1-c1cccc(OC)c1,u,25%,0%,-3%,12%,1%,u,-11%
O=C(c1cc2c(s1)-c1ccccc1OC2)N1CCCC1,-57%[inhibitor],-4%,u,u,-1%,-41%[inhibitor],-7%,-19%

# At a glance, some entries already given.
SMILES,PTHR1 agonist,EPAC1 ag,TDP43 rescue,EPAC1 antagonist,EPAC2 ag,aSyn yeast inh,FUS yeast rescue,EPAC2 antagonist
Cc1cc(C)n(CC(=O)c2ccc(Cl)cc2)n1,i,6%,-16%,9%,-5%,3%,-1%,-3%
Cc1ccc(/C=N/NC(=O)CN2CCN(Cc3ccccc3)CC2)o1,i,-8%,11%,1%,3%,-1%,5%,-1%
CCOc1ccccc1N1CCN(C(=O)NCc2ccc(Cl)cc2)CC1,-32%[inhibitor],1%,23%,-9%,5%,10%,28%,-6%
CCCCCc1cc(O)c2c(C)cc(=O)oc2c1,-28%,-6%,3.2µM*,-9%,5%,-9%,18%,15%
CCCCC(=O)NC1(C(F)(F)F)C(=O)N(Cc2ccco2)C(C)=C1C(=O)OC (centres undefined),-5%[57.5 µM],6%,-15%,-1%,-3%,0%,14%,8%
CO/N=C(\CS(=O)(=O)Cc1ccc(OC)cc1)c1ccc(Cl)cc1,i,0%,-24%,12%,-6%,0%,27%,12%
O=C(N/N=C/c1cccnc1)c1[nH]ncc1Br,i,-7%,-2%,-10%,6%,-5%,-5%,-1%
O=C(CSc1nnc(CNC(=O)c2c(F)cccc2Cl)o1)NCCc1ccccc1,i,-13%,-7%,-1%,11%,2%,-1%,-7%
O=C(Nc1ccc(Br)cc1F)C1CC(=O)N(C2CCCCC2)C1 (centres undefined),i,-11%,u,2%,2%,6%,x,-16%
CCCCNCc1cc(Br)c(OCC(=O)NCc2ccccc2)c(OC)c1,-1%,5%,-8%,-9%,1%,0%,12%,2%
Cn1c(=O)c2c(ncn2CC(=O)N2CCN(S(=O)(=O)c3ccccc3)CC2)n(C)c1=O,-8%,2%,-6%,-9%,18%,-4%,x,-3%

# (next part)
SMILES,PTHR1 agonist,EPAC1 ag,TDP43 rescue,EPAC1 antagonist,EPAC2 ag,aSyn yeast inh,FUS yeast rescue,EPAC2 antagonist
Cc1ccccc1C1=NC(C(F)(F)F)(C(F)(F)F)c2c(n(-c3ccc(F)cc3)c(=O)[nH]c2=O)N1,-12%,-19%,-1%,13%,-3%,4%,x,17%
Cc1nn(CC(=O)NC2CCC(C)CC2)c(C)c1[N+](=O)[O-] (centres undefined),u,7%,7%,10%,6%,-9%,-20%,-1%
O=C(Nc1ccc(Cl)c(S(=O)(=O)N2CCOCC2)c1)c1ccc2c(c1)OCCO2,-32%[inhibitor],3%,1%,-4%,13%,-3%,-2%,6%
CC(Cc1nnc(SCC(=O)O)n1N)c1ccccc1 (centres undefined),-11%,1%,-11%,0%,18%,-11%,13%,3%
CCCCN1C(=O)C(=O)N(CC(=O)Nc2cc(OCC)c(N3CCOCC3)cc2OCC)C1=O,-8%,-6%,12%,-5%,-4%,0%,7%,10%
CC(C)(C)c1nnc(NC(=O)C2c3ccccc3Oc3ccccc32)s1,0%,-3%,-73%[inhibitor],0%,5%,17%,-20%,-8%
OCC1(Cc2ccccc2)CCN(Cc2ccc(-c3ccco3)cc2)CC1,-28%,2%,10%,-8%,14%,0%,-5%,-10%
CCC(=O)Nc1cc(C(=O)OC(C(=O)c2ccc(C)c(C)c2)c2ccccc2)ccc1C (centres undefined),-57%,11%,0%,-12%,19%,-1%,10µM*,-16%
Cc1ccccc1-c1cc(C(=O)NCc2cccc(Br)c2)nn1CC1CC(c2cccc([N+](=O)[O-])c2)=NO1 (centres undefined),11%,-1%,-12%,-4%,17%,0%,u,3%
COc1ccccc1NC(=O)c1nnn(CC(=O)Nc2cccc(SC)c2)c1N,-15%[57.5 µM],0%,-6%,-27%,0%,0%,23%,8%
N#Cc1nc(Cc2cccc3ccccc23)oc1N1CCOCC1,i,9%,26%,-1%,17%,-10%,35%,0%
Cc1ccc(NC(=O)C2Oc3ccccc3OC2C)cc1 (centres undefined),i,2%,0%,-13%,9%,-17%,-14%,-1%
O=C(NNC(=O)C12CC3CC(CC(C3)C1)C2)c1cccc(O)c1,i,4%,-14%,-22%,15%,1%,15%,5%
CSc1nc2c(c(=O)[nH]1)C(c1cccc(Br)c1)CC(=O)N2 (centres undefined),i,12%,-9%[9.22 µM],-26%,9%,-2%,23%,5%
COc1ccc(-c2sc(Nc3ccccc3)n[n+]2-c2ccc(F)cc2)c(C)c1C,-41%[inhibitor],0%,-4%,0%,-7%,19%,u,-11%
O=C(CSC1=NCCS1)Nc1nc(-c2ccccc2)cs1,-10%,5%,22µM*,1%,5%,-6%,17%,6%
CC(NC(=O)COC(=O)c1ccc2c(c1)OCCO2)c1ccccc1 (centres undefined),-23%,-3%,3%,-11%,10%,-3%,-1%,-4%
CC(C)CN1C(=O)C(=O)N(CC(=O)N2CCC(Cc3ccccc3)CC2)C1=O,i,-2%,u,-6%,-13%,5%,4%,-6%
COCCC(=O)N1CCC(Oc2ccc(C(=O)NCc3csc(C)n3)cc2)CC1,i,5%,-5%,22%,-8%,1%,16%,-6%
Nc1nonc1-n1nnc(C(=O)N/N=C/c2ccccc2F)c1CN1CCOCC1,-47%[inhibitor],2%,9%,-8%,5%,1%,-9%,-3%
CCCNC(=O)C1(C)CCN(Cc2ccc(-n3ccnc3)cc2)C1 (centres undefined),i,5%,19%,-9%,8%,-1%,-15%,-26%
COc1cc(OC)c(OC)cc1CNc1nnnn1C,i,3%,-12%[1.82 µM],6%,3%,-2%,-7%,1%
O=C(NNc1c(Cl)cc(Cl)cc1Cl)c1cccc([N+](=O)[O-])c1,i,-8%,-24%,-3%,13%,-24%,x,5%
O=C(COC(=O)c1cccnc1)NC1CCCc2ccccc21 (centres undefined),i,2%,8%,-13%,1%,-2%,20%,20%
Cc1c(C(=O)OCCOc2ccccc2)[nH]c2c1C(=O)CCC2,-10%,-6%,22µM*,-3%,-2%,-6%,-17%,-3%

# A portion of the library, so the mix of outcomes need not match the whole.
